p53 reactivation = qHTS assay for re-activators of p53 using a Luc reporter; AID 504706, 2011; Potency, µM (titrated, usually from 92.2 µM), for inactives: at the highest dose activity change, positive = activation, usual class: activators; 320,000 compounds, 0.063% hits; H1299 p53-A138V BP100-luciferase reporter, luminescence, 24 h; further: potency means the concentration at half of the fitted maximal effect; % of control where 0% means no effect; nearly all actives have a fitted effect of over 45% in size
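p53-null H1299 cells stably carrying temperature-sensitive p53-A138V and a BP100-luciferase reporter were pinned with compounds (4-point, 1:5 series) and held 24 hrs at 37 deg C. Luminescence was read 10 min after detection reagent.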
Eya2 phos inh = qHTS Assay for Inhibitors of the Phosphatase Activity of Eya2; 330,000 compounds, 0.006% hits; recombinant Eya2, OMFP fluorescence dephosphorylation (OMFP is methylfluorescein phosphate); AID 488837, 2010; Protein phosphatase EYA2 (Homo sapiens), O00167; Potency, µM (doses to about 76.9 µM), for the others: at the top dose activity, negative = inhibition, most hits filed as inhibitors; further: potency means the concentration at half of the fitted maximal effect; on the % scale 0 is the no-effect control and ±100 the full control effect
Target sequence (O00167 whole entry, looked up): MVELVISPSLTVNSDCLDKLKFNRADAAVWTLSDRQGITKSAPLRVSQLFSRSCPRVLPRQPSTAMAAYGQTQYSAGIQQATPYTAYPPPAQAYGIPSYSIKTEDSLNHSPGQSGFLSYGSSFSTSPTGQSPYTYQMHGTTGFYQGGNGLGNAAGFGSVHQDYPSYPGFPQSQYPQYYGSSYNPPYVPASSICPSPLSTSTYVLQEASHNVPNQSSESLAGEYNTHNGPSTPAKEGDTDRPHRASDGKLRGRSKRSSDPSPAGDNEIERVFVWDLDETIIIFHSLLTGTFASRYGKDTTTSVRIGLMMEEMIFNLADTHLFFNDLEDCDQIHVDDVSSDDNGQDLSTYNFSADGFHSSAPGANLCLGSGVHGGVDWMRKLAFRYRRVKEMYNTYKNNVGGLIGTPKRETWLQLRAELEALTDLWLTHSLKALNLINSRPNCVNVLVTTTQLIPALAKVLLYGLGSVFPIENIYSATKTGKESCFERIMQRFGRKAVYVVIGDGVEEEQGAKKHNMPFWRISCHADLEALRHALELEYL
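Eya2 (0.2 uM) preincubated 10 min at ambient with compound, then OMFP substrate added at 50 uM; 10 min reaction in 50 mM HEPES pH 7.5, 50 mM NaCl, 5 uM MgCl2, 0.05% BSA, 1 mM DTT. Fluorescence read at Ex 485/Em 525 nm.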
TRPV1 ag = HTS Assay for Compounds that Act as Agonists of the Vanilloid Receptor 1. Transient receptor potential cation channel subfamily V member 1 (Homo sapiens), Q8NER1. TRPV1-expressing cells, Fluo-8 calcium influx, agonist mode. 320,000 compounds, 0.19% hits. activation, % at 8.33 µM; in the data active means activation above about 80%; inconclusive means between about 30% and that limit; further: 0% is about no effect
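Fluo-8 calcium influx in TRPV1-expressing cells, kinetic read (ex 480/em 520 nm). Compound added and read 3 min for agonist activity, followed by capsaicin at EC20 final and 2 min further read for enhancement.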
uPA generation = qHTS for Inhibitors of Cell Surface uPA Generation; Potency, µM (highest dose often 38.3 µM), inactives show at the top dose activity change, negative = inhibition, actives largely listed as inhibitors; AID 540303, 2011; cell surface uPA generation assay, qHTS; 330,000 compounds, 0.31% hits; active means well fitted inhibition curve with a large enough effect; inconclusive means small, poorly fitted or top-dose-only effect; inactive means no such curve, though single readings can be large or run the other way; tested in mouse RAW 264.7 cells; further: potency means the concentration at half of the fitted maximal effect; on the % scale 0 is the no-effect control and ±100 the full control effect; nearly all actives have a fitted effect of over 55% in size
Integrin act MD = qHTS for Activators of Integrin-Mediated Alleviation for Muscular Dystrophy; Potency, µM (highest dose often 38.3 µM), without a hit: at the highest dose activation, hits mostly activators; alpha7betagal myoblasts, beta-gal FDG fluorescence, 48 h; 350,000 compounds, 0.064% hits;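 further: potency means the concentration at half of the fitted maximal effect; 100% = response of the positive control SU9516; nearly all actives have a fitted effect of over 60% in size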
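Alpha7betagal+/- myoblasts (passage 13) were plated 16-24 hr, then exposed to compounds (1:260 dilution of DMSO stock) for 48 hours at 37C. After MPER lysis, β-galactosidase reporter activity was read as FDG fluorescence (ex 480/em 540) after 30 minutes.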
BRCA1 expr act = qHTS Assay to Identify Small Molecule Activators of BRCA1 Expression; MCF7-BRCA1-FFLuc reporter, luminescence, 48 h; response scale: scaled: vehicle 0%, 10 µM genistein 100%; Potency, µM (doses to about 46.1 µM), without a hit: top-dose activation, actives largely listed as activators; 380,000 compounds, 1.1% hits; AID 624202, 2012; further: potency means the concentration at half of the fitted maximal effect; nearly all actives have a fitted effect of over 80% in size; some results filed as inactive show a strong effect at the top dose
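MCF7 cells carrying a BRCA1-firefly luciferase reporter (2000 cells/well, phenol-red free MEM) were attached for 2 h at 37 °C, then given compounds for 48 h. Luminescence was read 15 min after luciferase reagent; activity normalized to genistein (10 microM) and DMSO.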
ASM inhibitor = Inhibitors of Secretory Acid Sphingomyelinase (S-ASM): qHTS. 340,000 compounds, 0.006% hits. Potency, µM (series often up to 57.5 µM), inactives show top-dose activity change, negative = inhibition, actives largely listed as inhibitors. placental ASM, HMU-PC fluorogenic substrate, 60 min; further: potency means the concentration at half of the fitted maximal effect
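Steps: dispense placental human ASM, pin compound, wait 10 min at room temperature, add HMU-PC0 substrate at 9 uM final, incubate 60 min at 37 °C, add stop solution raising pH to 10, read fluorescence.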
USP2a inh = qHTS Assay for Inhibitors of Ubiquitin-specific Protease USP2a Using CHOP2 as the Reporter; USP2 core, Ub-CHOP2 coupled fluorogenic reporter, 485/531; 330,000 compounds, 0.01% hits; Potency, µM (series often up to 38.3 µM), without a hit: at the highest dose activity change, negative = inhibition, hits mostly inhibitors; Ubiquitin carboxyl-terminal hydrolase 2 (Homo sapiens), O75604;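 further: potency means the concentration at half of the fitted maximal effect; plate controls were DMSO wells for no effect and full inhibition by NEM control for full effect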
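USP2 core (10nM final) preincubated 30min RT with compound in 20mM Tris-HCl pH 8.0, 2mM CaCl2, 2mM beta-mercaptoethanol, 0.05% CHAPS; 25nM Ub-CHOP2 plus 25nM reporter substrate added, fluorescence (Ex485/Em531) read after 60min.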
ELG1 genotox = qHTS screen for small molecules that induce genotoxicity in human embryonic kidney (HEK293T) cells expressing luciferase-tagged ELG1; HEK293T ELG1-luciferase reporter, luminescence, 16 h; Potency, µM (titrated, usually from 46 µM), for inactives: top-dose activity change, positive = activation, actives largely listed as activators; 330,000 compounds, 1.3% hits; further: potency means the concentration at half of the fitted maximal effect; % of control where 0% means no effect; nearly all actives have a fitted effect of over 60% in size
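16 hr compound incubation (37 °C, 5% CO2) of HEK293T cells carrying luciferase-tagged ELG1; luciferase then measured by ONE-Glo luminescence after 30 min at RT.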
B2AR arrestin = qHTS assay of beta-arrestin-biased ligands of beta2-adrenergic receptor. beta-arrestin recruitment to beta2AR, cell-based reporter. Potency, µM (titrated, usually from 46.1 µM), for the others: at the top dose activation, usual class: activators. 330,000 compounds, 0.02% hits. AID 492947, 2010;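 further: potency means the concentration at half of the fitted maximal effect; 0% = DMSO controls and full agonism = EC100 isoproterenol or metaproterenol; nearly all actives have a fitted effect of over 65% in size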
Target sequence (P07550 whole entry, looked up): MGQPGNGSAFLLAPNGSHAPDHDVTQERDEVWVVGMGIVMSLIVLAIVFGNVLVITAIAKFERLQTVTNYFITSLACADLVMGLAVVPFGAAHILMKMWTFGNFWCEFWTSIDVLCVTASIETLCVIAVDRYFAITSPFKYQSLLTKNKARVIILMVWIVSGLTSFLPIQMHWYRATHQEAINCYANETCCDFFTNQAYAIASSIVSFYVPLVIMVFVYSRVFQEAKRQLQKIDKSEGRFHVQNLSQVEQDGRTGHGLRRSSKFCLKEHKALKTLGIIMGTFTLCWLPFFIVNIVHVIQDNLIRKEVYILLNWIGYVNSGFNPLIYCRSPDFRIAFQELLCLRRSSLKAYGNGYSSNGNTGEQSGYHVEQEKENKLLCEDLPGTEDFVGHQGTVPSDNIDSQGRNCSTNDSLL
TSG101-PTAP inh = qHTS Assay for Iinhibitors of HIV-1 Budding by Blocking the Interaction of PTAP/TSG101. Tumor susceptibility gene 101 protein (Homo sapiens), Q99816. Fluorescence polarization, FITC-PTAP peptide / Tsg101 binding. Potency, µM (series often up to 115 µM), inactives show top-dose activity change, negative = inhibition, actives largely listed as inhibitors. 340,000 tested, under 10 active; active means well fitted inhibition curve with a large enough effect in the main read-out, with a control signal flat, not every such curve was filed as active; inconclusive means small, poorly fitted or top-dose-only effect, or effect the other way, or a change in a side signal; inactive means no such curve, though single readings can be large or run the other way; further: potency means the concentration at half of the fitted maximal effect; % of control where 0% means no effect
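Tsg101 binding domain (10 uM final) was mixed with compound and a FITC-labeled PTAP peptide (50 nM final) in HEPES pH 7.5 buffer with NaCl, Tween 20, EDTA and TCEP; fluorescence polarization was read after 20 min at r.t.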
Starred values were filed as active, the others as inactive; i = inactive; ? = inconclusive; . = no result given; [ ] = remark or other dose. Unless noted, the call rests on the fitted dose curve; in most records, active means well fitted curve in the direction sought with a large enough effect; inconclusive means small, poorly fitted or top-dose-only effect, or another doubt; inactive means no such curve, though single readings can be large; an effect the other way counts as inactive or inconclusive.

Each structure is followed by: Integrin act MD | p53 reactivation | TRPV1 ag | B2AR arrestin | TSG101-PTAP inh | ASM inhibitor | BRCA1 expr act | uPA generation | Eya2 phos inh | USP2a inh | ELG1 genotox
> O=C(NCCCn1ccnc1)c1cc(C(=O)C2CCCCC2)c[nH]1
 : 4.2% | -1.6% | 0.1 | -1.0% | -2.0% | 6.4% | -21.5% | 5.4% | 0.8% | 2.9% | 1.2%
> COc1ccc(NC(=O)N2CCCC2C(=O)Nc2ccccc2F)cc1 (configuration not stated)
 : 4.2% | 0.8% | -2.2 | 0.3% | -0.4% | -0.7% | -9.3% | -1.1% | 7.6% | -0.9% | 3.2%
> O=C(Nc1cccc2cccnc12)c1ccc(Br)cc1Br
 : 5.1% | 11.2% | 3.5 | 0.5% | -2.3% | -2.8% | -13.0% | 7.6% | 11.6% | 0.0% | -0.5%
> CCOC(=O)N1CCN(C(=O)c2ccc(NS(=O)(=O)c3ccc(C)cc3)cc2)CC1
 : -34.2% | -9.1% | -3.3 | 0.2% | . | -0.3% | -27.0% | -9.4% | -8.8% | -1.2% | -2.7%
> CCOCc1c(C(=O)NCC(c2ccco2)N2CCCC2)oc2ccccc12 (configuration not stated)
 : 5.0% | -0.8% | . | 0.1% | -8.6% | 4.7% | -30.4% | 11.2% | -15.4% | 3.0% | -1.2%
> N#Cc1ccccc1S(=O)(=O)N1CCN(C(=O)C2CCCC2)CC1
 : 16.7% | -1.2% | 0.3 | -0.8% | -0.6% | 1.4% | -10.2% | 2.0% | -2.8% | -2.4% | -1.1%
> Cc1ccc(C2=[N+]([O-])C3(CCCCC/C3=N\NC(N)=S)N(O)C2(C)C)o1 (configuration not stated)
 : . | 2.8% | -0.2 | -0.1% | . | . | . | . | 14.0% | 4.4% | 1.5%
> Cc1ccc2c(Cl)cc(Cl)c(OCC(=O)Nc3cc(S(=O)(=O)N(C)C)ccc3C)c2n1
 : 25.7% | -12.3% | 0.1 | -0.4% | -0.6% | -3.9% | -70.4% | -3.9% | -1.5% | -0.1% | -5.4%
> CCOc1cc2c(C#N)c(N3CCCCC3)nc(N)c2c(N)n1
 : -19.0% | 5.4% | -0.6 | 0.3% | 5.4% | 132.8%[activator] | 17.3% | -20.7% | 2.2% | 5.7% | ?
> CCOC(=O)Nc1cc(Br)c2c(c1)OCCO2
 : 15.0% | 9.3% | 4.1 | -0.2% | -5.6% | -2.1% | 34.2% | -5.0% | -35.2% | -0.6% | 23.1µM*
> CC(=O)Nc1ccc(S(=O)(=O)Nc2nccc(/C=C/c3ccc(Cl)cc3)n2)cc1
 : -20.0% | 0.4% | -1.0 | -0.6% | -0.9% | 10.8% | -38.6% | -3.9% | 5.4% | 2.7% | 10.5%
> O=C(NCCN1CCCC1)c1ccc2c(=O)n(CCc3ccccc3)c(=O)[nH]c2c1
 : -52.3%[inhibitor] | 15.1% | 0.2 | 0.3% | 0.3% | 181.5%[activator] | 16.9% | -2.7% | -1.2% | 1.7% | 4.3%
> CC(C)(CN1CCN(Cc2ccccc2)CC1)NS(=O)(=O)c1ccccc1
 : -17.2% | -3.2% | 1.9 | 0.5% | -1.0% | -2.1% | -26.3% | -1.1% | -2.7% | 0.5% | -7.1%
> CN(C)c1ccc(/C=N/NC(=O)CSc2ccccn2)cc1
 : 17.5% | 6.2% | . | -0.8% | -1.9% | 55.6%[activator] | 99.9% | 0.2% | 5.3% | 2.1% | ?
> Cc1oc(-c2cccc(Cl)c2)nc1CS(=O)(=O)CC(=O)NC1CC1
 : -18.4% | 1.5% | 1.8 | -0.1% | -1.8% | 3.4% | 0.0% | -2.9% | 13.0% | 2.7% | 0.0%
> COc1ccccc1OCCn1c(C)c(C=O)c2ccccc21
 : 1.4% | . | 1.3 | 0.1% | -0.1% | -2.7% | -14.8% | 1.3% | 3.0% | -0.3% | -5.6%
> COc1cc(S(=O)(=O)NCCCN2CCOCC2)ccc1Cl
 : 14.8% | 2.6% | -3.0 | 4.9% | -3.6% | 2.4% | 3.5% | -3.1% | -11.1% | 2.3% | -2.2%
> Brc1ccccc1-c1nnc2sc(Cc3ccccc3)nn12
 : 9.3% | -12.0% | 26.4 | 2.8% | -3.3% | -1.3% | 22.9% | -12.4% | -5.1% | 0.5% | -5.5%
> Cn1cncc1C#Cc1ccc2cc(C3(O)CCCCC3)oc(=O)c2c1
 : 7.6% | 19.4% | -0.8 | 0.0% | 5.5% | 59.7% | -2.3% | 7.8% | -8.6% | -0.3% | 3.3%
> Cc1ccc(C(=O)N2CCCC(c3ccc(Cl)cc3)=N2)cc1
 : -21.6% | 2.8% | ? | 0.5% | -5.4% | -15.5% | 10.7% | -5.1% | -25.0% | 6.1% | -1.4%
> COc1cccc(OC)c1C(=O)Nc1ccc2c(c1)n(C)c(=O)n2C
 : 28.7% | . | -3.5 | -0.1% | -2.1% | 2.8% | -10.7% | ? | 5.9% | 0.4% | 19.1%
> CN(CC(=O)Nc1ccc(F)cc1)C(=O)CSc1nccn1C
 : 7.7% | 7.4% | 2.0 | -0.8% | -3.9% | 1.1% | -3.3% | 1.6% | 18.2% | -0.6% | 0.1%
> COC(=O)c1nc(N)sc1-c1ccc(Cl)c(Cl)c1
 : 25.6% | -3.6% | -2.5 | -0.5% | -2.4% | 19.5% | -14.4% | 4.3% | -27.1% | 0.0% | ?
> COc1ccccc1N1CCN(C(=O)c2oc3cc(C)c(C)cc3c2C)CC1
 : 6.7% | 4.4% | -2.2 | -0.4% | 4.4% | -7.4% | -36.3% | -1.0% | 2.3% | 3.5% | 2.5%
> Cc1cc2cc(C)c3nnc(SCc4ccccn4)n3c2cc1C
 : 3.3% | -21.1% | ? | 0.0% | 0.2% | -3.1% | -5.0% | 4.0% | -5.3% | 2.9% | -1.4%
> CCCCC(=O)NC(NC(=O)CCCC)c1ccc(OCCC)c(OC)c1
 : 20.1% | 17.9% | 2.6 | -0.7% | -2.7% | 8.5% | 4.1% | -1.3% | 5.1% | 3.9% | 12.1%
> CCn1c2ccc(C)cc2c2nnc(SCCN3CCOCC3)nc21
 : -6.4% | -5.1% | 9.4 | -1.1% | -2.6% | -0.8% | -32.1% | -5.1% | 6.0% | 2.9% | -9.7%
> C=CCn1c(-c2cccs2)nc2nc3ccccc3nc21
 : 12.1% | ? | 24.6 | 3.7% | -3.9% | i | 10.8% | -0.7% | -24.4% | 2.8% | ?
> Cc1nc2nc3c(cn2n1)C(=O)CCC3
 : -1.0% | -4.6% | 2.7 | 0.1% | -2.1% | -1.0% | -5.7% | 2.4% | 5.0% | -1.3% | -0.3%
> CCOC(=O)c1cc2c(ccn2C)n1CC(=O)N1CCN(c2ccc(F)cc2)CC1
 : 18.9% | -7.0% | 0.1 | 0.2% | -5.6% | -3.6% | -5.3% | -7.1% | -3.6% | -2.1% | -0.5%
> Cc1ccc(C)c(N2CCN(C(=O)CCCCCn3c(=S)[nH]c4ccc(N5CCOCC5)cc4c3=O)CC2)c1
 : -26.4% | 1.5% | 0.6 | 0.2% | 1.2% | 17.8% | -84.0% | ? | -1.6% | -1.8% | -13.5%[9.26 µM]
> CCOc1ccc(NC(=O)C2CC(=O)N(c3cc(C)cc(C)c3)C2)cc1 (configuration not stated)
 : -31.3% | 18.9% | 9.9 | -0.8% | -0.2% | -0.9% | -7.4% | 3.3% | -19.0% | -1.9% | 0.0%
> CC(C)C[C@H](NC(=O)NC(C)C)C(=O)O
 : -21.5%[7.66 µM] | -0.7% | -3.2 | -0.3% | -5.1% | 3.7% | 2.8% | . | 30.8% | 2.0% | -0.8%
> CS(=O)(=O)N(CC(=O)N1CCN(c2ccccc2F)CC1)c1cc(C(F)(F)F)ccc1Cl
 : -0.6% | -0.4% | 3.8 | -0.5% | -2.7% | -1.7% | -8.4% | -4.6% | -13.7% | -0.1% | -10.1%
> C=CCC(C(=O)Oc1c(C(C)(C)C)cc(C)cc1C(C)(C)C)c1ccccc1 (configuration not stated)
 : -20.1% | 10.3% | 7.6 | 0.3% | -1.7% | -4.3% | -12.1% | 17.0% | -7.8% | -2.1% | -1.7%

Bioassay records: PubChem, National Center for Advancing Translational Sciences (NCATS)
